# Source: PubChem BioAssay (National Center for Advancing Translational Sciences (NCATS))
# GCN5L2 inh = GCN5L2 (KAT2A) acetyltransferase inhibition. Q92830. GCN5L2 HAT assay, ThioGlo1 CoA-SH fluorescence. Potency, µM (top dose mostly 58.9 µM), for inactives: at the top dose activity change, negative = inhibition, usual class: inhibitors. 0.21% of 390,000 active. AID 504327
#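 Preincubate 20nM GCN5L2 with compound 15 min, RT → add 50uM ThioGlo1 + 75uM H3(1-25) + 70uM acetyl-CoA → read fluorescence 0 and 20 min. Primary qHTS; fluorescent artifacts likely.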
# FEN1 inhibitor = blocks human flap endonuclease 1. Recombinant FEN1 flap cleavage, fluorescence, 15 min. Potency, µM (titrated, usually from 114 µM), without a hit: at the top dose activity change, negative = inhibition, most hits filed as inhibitors. 0.35% of 390,000 active. AID 588795; also: nearly all actives have a fitted effect of over 65% in size
# Target sequence (P39748 whole entry, looked up): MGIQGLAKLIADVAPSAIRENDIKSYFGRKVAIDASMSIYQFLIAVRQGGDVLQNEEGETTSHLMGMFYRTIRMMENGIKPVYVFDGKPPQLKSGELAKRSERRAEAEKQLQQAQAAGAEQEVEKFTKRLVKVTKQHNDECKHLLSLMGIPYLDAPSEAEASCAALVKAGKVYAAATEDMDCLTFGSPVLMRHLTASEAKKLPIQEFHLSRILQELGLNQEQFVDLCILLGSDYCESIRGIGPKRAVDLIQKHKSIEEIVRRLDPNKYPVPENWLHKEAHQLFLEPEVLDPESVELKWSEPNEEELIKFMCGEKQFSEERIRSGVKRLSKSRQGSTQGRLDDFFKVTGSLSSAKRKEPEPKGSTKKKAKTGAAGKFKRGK
#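 FEN1 at 10 nM, compound pretreatment for 15 min (room temperature), 50 nM final substrate to initiate; endpoint reads at 0 and 15 min; DMSO-only plates used as vehicle background.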
# TDP1 cell CPT = growth inhibition of DT40 Tdp1-/-;hTDP1 cells with camptothecin (screen for TDP1 inhibitors). chicken DT40 Tdp1-/-;hTDP1 cells + 20 nM CPT, ATP luminescence, 48 h. Potency, µM (titrated, usually from 46.2 µM), inactives show top-dose activity change, negative = growth inhibition, most hits filed as inhibitors. 12% of 420,000 active. AID 686979; also: nearly all actives have a fitted effect of over 55% in size
#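 Chicken DT40 Tdp1-/- cells complemented with human TDP1, 400 cells/well, exposed to compounds plus 20 nM camptothecin for at least 48 h at 37 C; viability read as ATP content by CellTiter-Glo luminescence.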
# * hit, by the source's call; ? = inconclusive; & = joins results of further samples; ! = a repeat was not active; [ ] = another dose, or the depositor's remark. Calls follow the shape of the dose curve; as a rule, active = well fitted curve in the direction sought with a large enough effect; inconclusive = small, poorly fitted or top-dose-only effect, or another doubt; inactive = no such curve, though single readings can be large; an effect the other way counts as inactive or inconclusive. % is scaled to controls: 0 for no effect and ±100 for the full control effect; potency is read from the fitted curve at half-maximal effect. The list is partial; rates above refer to the full screens.
# Each structure is followed by: GCN5L2 inh | FEN1 inhibitor | TDP1 cell CPT
1. Cc1cccc2sc(NC(=O)CCNC(=O)c3ccco3)nc12
  -4% | 1% | -16%
2. CCCC(=O)NCCc1cc2cc(C)c(C)cc2[nH]c1=O
  0% | -2% | ?
3. CCOc1cc(/C=C2\N=C3CCCCCN3C2=O)ccc1O
  -5% | -3% | ?
4. COC(=O)c1ccc(N2CCN(C)CC2)c(NC(=O)COc2ccccc2Cl)c1
  1% | 2% | 21µM*
5. CC(CC(=O)O)Nc1ccccc1O (stereo not given)
  3% | -6% | 21µM*
6. Cn1c(=O)c([N+](=O)[O-])c(-n2ccnc2)c2ccccc21
  -3% | ? | 4.6µM*
7. Cn1c(SCc2cccnc2)nnc1-c1c[nH]c2ccccc12
  -4% | -11% | 8%
8. CCOc1ccc2c(c1)C(N(CCN1CCOCC1)C(=S)Nc1ccccc1OC)CC(C)(C)O2 (stereo not given)
  -1% | -17% | -29%
9. O=C(NNC(=O)c1sccc1-n1cccc1)c1ccc(F)cc1
  -7% | -4% | -1%
10. Cc1cc(C(=O)O)c(=O)[nH]c1C
  3% | -2% | -20%
11. Cc1cc(NC(=O)C(C)SCC(=O)OC(C)C(=O)Nc2ccccc2C)no1 (stereo not given)
  -2% | 3% | -13%
12. O=C(COc1ccccc1[N+](=O)[O-])Nc1cccc(Cl)c1N1CCOCC1
  -9% | -15% | 16µM*
13. Cc1ccc(S(=O)(=O)NC(=O)NC(=O)N(C)S(=O)(=O)c2ccc(C)cc2)cc1
  -6% | -10% | -16%
14. NC(=O)C(=O)NN=C1CCC(c2ccccc2)CC1 (stereo not given)
  -5% | 4% | 16%
15. O=C(N/N=C/c1c[nH]c2ccccc12)c1ccc2c(c1)OCCO2
  -10% | -11% | ?

# Some of these compounds in order of heavy-atom count, ascending.
# Each structure is followed by: GCN5L2 inh | FEN1 inhibitor | TDP1 cell CPT
10. Cc1cc(C(=O)O)c(=O)[nH]c1C
  3% | -2% | -20%
5. CC(CC(=O)O)Nc1ccccc1O (stereo not given)
  3% | -6% | 21µM*
6. Cn1c(=O)c([N+](=O)[O-])c(-n2ccnc2)c2ccccc21
  -3% | ? | 4.6µM*
3. CCOc1cc(/C=C2\N=C3CCCCCN3C2=O)ccc1O
  -5% | -3% | ?
7. Cn1c(SCc2cccnc2)nnc1-c1c[nH]c2ccccc12
  -4% | -11% | 8%
15. O=C(N/N=C/c1c[nH]c2ccccc12)c1ccc2c(c1)OCCO2
  -10% | -11% | ?
4. COC(=O)c1ccc(N2CCN(C)CC2)c(NC(=O)COc2ccccc2Cl)c1
  1% | 2% | 21µM*

# The list continues.
# Each structure is followed by: GCN5L2 inh | FEN1 inhibitor | TDP1 cell CPT
16. CCC(C)(C)n1nnnc1C(c1ccccc1)N1CCN(Cc2ccccc2)CC1 (stereo not given)
  0% | -8% | 19%
17. COc1cccc2cc(C(N)=O)oc12
  -9% | 14% | 3%
18. CCSc1cnn(-c2ccccc2)c(=O)c1SCC
  -5% | -1% | 7%
19. Cc1cc(-c2nnc(CCC(=O)NC(Cc3ccccc3)c3ccccc3)o2)no1 (stereo not given)
  -3% | -14% | -19%
20. O=Cc1ccc(OC(=O)CCCCC(=O)Oc2ccc(C=O)cc2)cc1
  2% | 10% | 0%
21. Cn1c2c(c(=O)n(C)c1=O)C(NS(=O)(=O)c1ccc(Cl)cc1)(C(F)(F)F)C(=O)N2 (stereo not given)
  -14% | -1% | -17%
22. CCC(CC)NC(=O)Nc1ccc(C)cc1
  -7% | -3% | -11%
23. CC(C)c1ccc(NC(=O)Nc2cc3sccc3n2C)cc1
  -20% | -8% | ?
24. Cc1ccc(C2/C=C\CC(NC(=O)OCC3c4ccccc4-c4ccccc43)CC(=O)N2Cc2ccccc2)cc1 (stereo not given)
  -8% | 6% | ?
25. COc1ccc(C(=O)OCC(N)=O)cc1[N+](=O)[O-]
  3% | -6% | 15%
26. Cc1ccc(S(=O)(=O)Nc2ccc3cn[nH]c3c2)c(C)c1
  0% | -8% | ?
27. OCCNc1nc(-c2ccccc2)nc2ccccc12
  0% | -10% | 15%
28. Cc1cccc(N2CCN(C(=O)C3CCN(S(=O)(=O)c4c(C)noc4/C=C/c4ccccc4F)CC3)CC2C)c1 (stereo not given)
  -19% | 6% | 10µM*
29. CCOC(=O)C(NC(C)=O)C(=O)Nc1ccc(C(C)(C)C)cc1 (stereo not given)
  -11% | 6% | 28%
30. CC1N=C2c3ccccc3N=C(SCC(=O)NCc3ccc(Cl)cc3)N2C1=O (stereo not given)
  -3% | 17% | ?

# Screen by screen, from the results shown.
# Compounds 3 to 7 in TDP1 cell CPT, in turn: ?, 21µM*, 21µM*, 4.6µM*, 8%
# Compounds 3 to 7 in FEN1 inhibitor, in turn: -3%, 2%, -6%, ?, -11%
# Compounds 3 to 7 in GCN5L2 inh, in turn: -5%, 1%, 3%, -3%, -4%

# Further records follow:
# Each structure is followed by: GCN5L2 inh | FEN1 inhibitor | TDP1 cell CPT
31. N#CCSc1ccccc1NC(=O)COc1ccc(-c2nnco2)cc1
  -1% | -11% | 0%
32. CCN(CC)C(=O)CSc1nc2cc3c(cc2c(=O)n1Cc1ccc(OC)cc1)OCO3
  -4% | -9% | 23µM*
33. O=C(NCCCn1ccnc1)C1CCN(S(=O)(=O)c2ccc(F)cc2)CC1
  -7% | -9% | 1%
34. CC(C)c1onc(C(=O)N2CCN(Cc3ccccc3)CC2)c1[N+](=O)[O-]
  -2% | -7% | ?
35. Cc1ccc(NC(=O)CN(C)CC(=O)Nc2ccc(F)c(F)c2F)c(Cl)c1
  -1% | 0% | -26%
36. COc1ccc(C)cc1NC(=O)C1CCN(S(=O)(=O)c2ccc3[nH]c(=O)oc3c2)CC1
  5% | 1% | 2%
37. CN1CCN(C(=O)/C=C/c2ccc3c(c2)OCO3)CC1
  -5% | 10% | -7%
38. CCSc1nnc(NC(=O)CSC2=NN3CCCC(=O)N=C3S2)s1
  0% | -5% | 9%
39. CCN(CC)CCNC(C(=O)Nc1ccc([N+](=O)[O-])cc1Br)c1ccccc1 (stereo not given)
  -2% | 0% | ?
40. C1=C[C@H]2CC[C@@H]1N(c1ccccc1)O2
  1% | 15% | 12%
41. CCOC(=O)C1C(=O)NC(N2CCN(c3ccccc3)CC2)=NC1c1ccco1 (stereo not given)
  -8% | -8% | -2%
42. CCOC(=O)CN1C(=O)SC(CC(=O)Nc2nccs2)C1=O (stereo not given)
  -4%[0.501 µM] | 5% | -10%
43. Cc1ccc(NC(=O)c2ccc(NS(=O)(=O)c3cccc4cccnc34)cc2)cc1
  -18% | -13% | ?
44. CC(C1CC1)N(C(=O)NC1CCS(=O)(=O)C1)c1ccccc1 (stereo not given)
  -11% | -11% | -1%
45. CCN(c1ccc(OC)cc1)S(=O)(=O)c1nnc(NC(=O)c2ccco2)s1
  -7% | 13% | -22%

# Looked up one by one from above (five):
# Each structure is followed by: GCN5L2 inh | FEN1 inhibitor | TDP1 cell CPT
39. CCN(CC)CCNC(C(=O)Nc1ccc([N+](=O)[O-])cc1Br)c1ccccc1 (stereo not given)
  -2% | 0% | ?
40. C1=C[C@H]2CC[C@@H]1N(c1ccccc1)O2
  1% | 15% | 12%
41. CCOC(=O)C1C(=O)NC(N2CCN(c3ccccc3)CC2)=NC1c1ccco1 (stereo not given)
  -8% | -8% | -2%
31. N#CCSc1ccccc1NC(=O)COc1ccc(-c2nnco2)cc1
  -1% | -11% | 0%
43. Cc1ccc(NC(=O)c2ccc(NS(=O)(=O)c3cccc4cccnc34)cc2)cc1
  -18% | -13% | ?

# Remaining list, next part
# Each structure is followed by: GCN5L2 inh | FEN1 inhibitor | TDP1 cell CPT
46. COc1cccc(NC(=O)Cc2ccc(C)cc2)c1
  0% | -5% | -13%
47. Cc1ccc(S(=O)(=O)N2CCN(C(=O)COC(=O)CC(C)c3ccccc3)CC2)c(C)c1 (stereo not given)
  -6% | -7% | 14%
48. COc1nnc(-c2ccc(N3CCOCC3)c(NC(=O)c3ccc(C)cc3)c2)c2ccccc12
  32%[activator] | -12% | -16%
49. CC1CC(=O)N(c2ccc(Br)cc2)C(=O)C1
  -22% | 0% | 3%
50. O=S(=O)(c1cccc(Cl)c1Cl)N1CCN(C(=S)NCCCN2CCOCC2)CC1
  -2% | 0% | ?
51. N#C/C(C(=O)c1ccccc1)=C1/CCCN1
  0% | -14% | -2%
52. COc1ccc(CCNC(=O)CSc2ccc(-c3ccco3)nn2)cc1
  ? | 3% | 15%
53. O=C(C1CCC(CNS(=O)(=O)c2ccc(F)cc2)CC1)N1CCOCC1 (stereo not given)
  0% | 5% | 4%
54. O=C(CCC(=O)N1CC2CCCN2c2ccccc21)NCc1cccc(Cl)c1 (stereo not given)
  -16% | -3% | 15µM*
55. O=C(N/N=C/c1ccccc1O)c1ccncc1
  -5%&-13% | 25% | 4.6µM*!
56. C=CCN(CC=C)C(=S)Nc1ccccc1
  -1% | -10% | -25%
57. CC(C)CC(=O)NC(NC(=S)Nc1cccc2cccnc12)C(Cl)(Cl)Cl (stereo not given)
  -4% | 0% | 8.2µM*
58. Cc1sc2nc(CSCC(=O)NC(C)(C)C)[nH]c(=O)c2c1C
  -12% | -12% | -23%
59. Cn1nc(-c2ccc(OCC(=O)Nc3cccnc3)cc2)c2ccccc2c1=O
  10% | -3% | ?
60. OCCC1CN(Cc2ccc3nsnc3c2)CCN1CCc1ccccc1 (stereo not given)
  -15% | -5% | 6%
61. CC1SC(c2cccc(Cl)c2)NC1=O (stereo not given)
  -12% | -16% | 6%
62. Cc1ccnc(NC(=O)COc2ccc(Cl)cc2)n1
  -10% | -7% | -5%
63. CCOC(=O)N1CCC(NC(=O)Cn2ncc3c2-c2cc(C)ccc2OC3)CC1
  -4% | -8% | -2%
64. Cc1ccc(C(=O)CCC(=O)Nc2ccc(C)cn2)cc1
  -2% | -2% | 8%
65. CC(C)OC(=O)CCC(=O)Nc1nc2ccccc2s1
  -1% | -12% | 0%
66. COc1ccc(Cc2nnc(NC(=O)c3cccs3)s2)cc1OC
  -2% | 6% | -21%
67. Nc1nc2c(Cl)ccc(Cl)c2s1
  -7% | 7% | 5%
68. COc1ccc(NC(=O)CCc2c(C)nc3c(-c4ccccc4)c(C)nn3c2C)cc1Cl
  -4% | 10% | ?
69. CCOC(=O)c1ccc(S(=O)(=O)NC2CCC(C)CC2)cc1 (stereo not given)
  -5% | 5% | 16µM*
70. COCCNC(=O)C(c1ccco1)N(Cc1ccc(OC)cc1)C(=O)Cn1nnc2ccccc21 (stereo not given)
  -4% | 12% | -9%
71. CSc1cccc(CN2CCCC(CO)(Cc3cccc(Cl)c3)C2)c1 (stereo not given)
  3% | -5% | -5%
72. CN(c1ccccc1)C1CCCCC1NS(=O)(=O)c1ccc(Cl)cc1 (stereo not given)
  -12% | 0% | ?
73. COc1cc2c(C(=O)N3CCN(C)CC3)c(C)n(-c3ccccc3)c2cc1Br
  -5% | 7% | 2%
74. CCCOC(=O)CSc1nc(N2CCOCC2)c2c(c1C#N)CC(C)(C)OC2
  -4% | -18% | 1%
75. CCNc1nc(=S)nc(NC(C)C)[nH]1
  30% | -3% | -30%
76. COc1ccc(CCNC(=O)CSc2nc3ccsc3c(=O)n2CC2CCC(C(=O)O)CC2)cc1OC (stereo not given)
  0% | -2% | -1%
77. O=C(Nc1ccccc1)Nc1snnc1C(=O)Nc1cccc(O)c1
  -11% | 2% | -5%
78. NC(=O)c1ccc(OCC(F)(F)F)nc1
  9% | 21% | 3%
79. CC12CCC3c4ccc(O)cc4CCC3C1CC(O)C2O (stereo not given)
  -8% | 0% | -23%
